# PriA SSB inh: inhibitors of Klebsiella pneumoniae PriA binding to SSB C-terminal tail, primary screen, biochemical, AlphaScreen; PriA–SSB C-terminal tail interaction (Klebsiella pneumoniae); AlphaScreen SSBct-PriA binding, biotinylated peptide; inhibition, % at 33 µM; 0.6% of 430,000 active; in the data active means inhibition mostly above about 37%, no sharp cut-off; inactive means mostly below about 20%;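 further: plate controls were negative control peptide for no effect and reference peptide for full effect; strong numbers were not always called active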
# Rv3671c inh: Rv3671c serine protease inhibitors, primary screen, biochemical, fluorescence polarization, M. tuberculosis H37Rv; P9WHR9; inhibition, % at 5.96 µM; AID 2606, 2010; 0.048% of 320,000 active; in the data active means inhibition above about 38%;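 further: extracellular domain of Rv3671c used as enzyme; 0% = enzyme with DMSO and 100% = no enzyme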
# UGM FP inh: M. tuberculosis UGM enzyme inhibitors, primary screen, biochemical, fluorescence polarization, single point. UDP-galactopyranose mutase (Mycobacterium tuberculosis (strain ATCC 25618 / H37Rv)), …. purified UGM, fluorescence polarization probe displacement. inhibition, % at 10 µM. 0.06% of 320,000 active; in the data active means inhibition above about 10%, passing the limit was not always enough
# FBA Mtb inh: Mtb FBA enzyme inhibitors, primary screen, biochemical, fluorescence, strain H37Rv; Fructose-bisphosphate aldolase (Mycobacterium tuberculosis (strain ATCC 25618 / H37Rv)), …; purified M. tuberculosis FBA, fluorescence read-out; inhibition, % at 1 µM; 2.3% of 360,000 active; AID 588726, 2011; in the data active means inhibition above about 27%;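 further: 0% = vehicle and 100% = reference inhibitor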
# Target sequence (P9WQA3 whole entry, looked up): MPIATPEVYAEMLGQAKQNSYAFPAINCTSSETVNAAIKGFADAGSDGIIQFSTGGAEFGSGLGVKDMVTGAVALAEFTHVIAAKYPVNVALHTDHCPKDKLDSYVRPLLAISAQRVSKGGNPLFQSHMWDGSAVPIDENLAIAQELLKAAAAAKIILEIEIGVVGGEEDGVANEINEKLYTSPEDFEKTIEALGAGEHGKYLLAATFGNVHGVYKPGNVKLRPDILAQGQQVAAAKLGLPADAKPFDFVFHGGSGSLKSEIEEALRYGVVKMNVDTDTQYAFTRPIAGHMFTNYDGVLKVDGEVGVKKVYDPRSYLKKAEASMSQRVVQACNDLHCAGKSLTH
# MazEF act: activators of E. coli MazEF toxin-antitoxin RNase, primary screen, biochemical, fluorescence, uHTS. AID 504720, 2011. FAM/BHQ RNA-DNA oligo cleavage fluorescence, 5 h. Endoribonuclease toxin MazF (Escherichia coli (strain K12)), P0AE70. 0.32% of 350,000 active. activation, % at 20 µM; in the data active means activation above about 50%
# Target sequence (P0AE70 whole entry, looked up): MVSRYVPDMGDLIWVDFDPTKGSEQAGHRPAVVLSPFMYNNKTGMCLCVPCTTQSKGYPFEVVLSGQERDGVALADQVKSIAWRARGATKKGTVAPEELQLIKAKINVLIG
# DUSP3 inh: VHR1 phosphatase inhibitors, primary screen, biochemical, absorbance, uHTS | recombinant VHR phosphatase, pNPP absorbance | inhibition, % at 13.3 µM | 0.52% of 290,000 active | AID 1654, 2009; in the data active means inhibition above about 50%; further: some compounds called inactive have numbers as strong as hits
# Target sequence (P51452 whole entry, looked up): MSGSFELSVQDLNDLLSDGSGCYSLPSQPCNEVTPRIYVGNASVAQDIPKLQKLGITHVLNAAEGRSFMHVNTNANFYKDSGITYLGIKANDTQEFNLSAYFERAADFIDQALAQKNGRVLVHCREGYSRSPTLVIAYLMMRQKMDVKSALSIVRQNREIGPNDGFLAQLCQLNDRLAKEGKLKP
# BH1578 lux ind: inducers of Vibrio cholerae quorum light production without autoinducers, primary screen, BH1578 luxS cqsA deficient, single point. AID 588436, 2011. V. cholerae BH1578 lux reporter, luminescence, 6 h. activation, % at 18.7 µM. 0.16% of 350,000 active; in the data active means activation mostly above about 9.7%, no sharp cut-off; further: not every result past the cut was called active; inactives centre near 0; reference of the scale not given here
# BioA inh: M. tuberculosis BioA enzyme inhibitors, primary screen, biochemical, plate reader, single point, HTS; 7,8-diaminopelargonic acid synthase BioA (Mycobacterium tuberculosis); purified M. tuberculosis BioA enzyme; inhibition, % at 9.99 µM; 0.096% of 360,000 active; AID 602481, 2012; in the data active means inhibition above about 40%
# SARS 3CLpro inh: SARS-CoV 3CLpro protease inhibitors, primary screen, biochemical, quenched FRET. recombinant SARS-CoV 3CLpro, quenched FRET peptide cleavage. inhibition, % at 6 µM. 0.14% of 290,000 active. AID 1706, 2009; in the data active means inhibition above about 12%
# GDH-TPI counter: GDH-TPI coupling enzyme inhibitors, primary screen, artefact control for M. tuberculosis FBA inhibitor project, biochemical, absorbance, full deck | GDH-TPI coupled enzyme counterscreen, NADH absorbance | inhibition, % at 4.8 µM | 1.2% of 360,000 active | AID 588335, 2011; in the data active means inhibition above about 30%;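 further: 0% = DMSO wells and 100% = wells lacking the enzyme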
# * hit, by the source's call; i = inactive; x = no result given; & = joins results of further samples. Not all compounds are listed; count on the stated rates, not on these rows.
# Second line of a record – PriA SSB inh	Rv3671c inh	UGM FP inh	FBA Mtb inh	MazEF act	DUSP3 inh	BH1578 lux ind	BioA inh	SARS 3CLpro inh	GDH-TPI counter
1. O=C(/C=C/c1ccc(OC(F)F)cc1)OCC(=O)N1CCN(C(=O)c2ccco2)CC1
    -6	-1	-0.5	1	1	5	-0.3	x	6	-1
2. CCc1ccc(CN(C)Cc2nc(Cc3cccc(C(F)(F)F)c3)no2)nc1
    -13	-4	1.1	0	-7	31	-2.6	x	4	-9
3. O=C(O)CCCN1C(=O)NC2NC(=O)NC21 (centres undefined)
    -1	4	1.1	2	3	12	5.0	0.8	-5	8
4. O=C(O)c1ccc(NCc2cccnc2)cc1
    -3	4	0.9	-2	9	-14	i	1.0	-7	7
5. NC(=O)Cc1nc2scc(-c3ccc(Cl)cc3)c2c(=O)[nH]1
    -7	5	3.7	2	13	29	-2.1	-1.4	-1	0
6. COc1ccccc1-n1c(C)nnc1SCC(=O)NCc1ccccc1
    2	-2	1.0	2	2	13	0.9	-0.7	-6	6
7. O=C(Nc1nc(-c2ccc3c(c2)OCO3)cs1)C1CC1
    -3	2	2.8	-2	8	2	-0.1	0.4	1	4
8. Cc1c(C(=O)Nc2cccc(Cl)c2)oc2ccc(S(=O)(=O)N3CCC4(CC3)OCCO4)cc12
    -7	-6	-1.4	2	-3	11	-0.6	0.4	-3	-2
9. Cc1oc2c(c(C)cc3oc(=O)c(CC(=O)N[C@H](C(=O)O)C(C)C)c(C)c32)c1C
    -10	x	3.5	21	-15	-38	2.4	2.5	4	4
10. CCCc1nc2nc(C)c(NS(=O)(=O)c3ccc4c(c3)CCCC4)c(=O)n2[nH]1
    -6	6	0.4	0	3	20	-0.1	1.1	2	1
11. COC(=O)c1ccc(C(=O)N=c2sccn2C)cc1
    3	-1	-1.7	-3	7	2	-0.1	-0.3	1	16
12. COc1ccc(N2C(=O)[C@@H]3[C@H](C2=O)[C@H]2c4ccccc4C=CN2[C@@H]3C(C)=O)cc1
    7	-46	-0.1	1	7	-14	-1.3&8.7	-2.8&-0.7	3	9
13. O=C(NC(=S)Nc1ccccc1N1CCOCC1)c1ccc(-c2cccc(Cl)c2)o1
    -17	-7	1.5	4	0	9	0.0	-1.9	1	6
14. Cc1cc(N2C(=O)C(O)=C(C(=O)c3ccc(C)o3)C2c2ccc(OCc3ccccc3)cc2)no1 (centres undefined)
    -5	-6	-0.8	4	3	12	i	-1.9	7	17
15. O=C(CSc1nc2cc(Cl)ccc2c(=O)n1Cc1ccco1)Nc1ccc(S(=O)(=O)N2CCOCC2)cc1
    -3	-80	-0.2	0	-11	2	-0.3	x	1	-2
16. CCOc1ccc(NS(=O)(=O)c2ccc(C(=O)N3CCCCCC3)cc2)cc1
    -8	9	x	0	4	x	i	-0.5	x	4
17. O=C(CCS(=O)(=O)c1ccccc1)N1CCN(c2ccccc2)CC1
    -4	-2	-1.0	4	3	11	i	-1.0	-5	-3
18. CCCCS(=O)CC(O)COc1ccc(C(C)(C)C)cc1 (centres undefined)
    -21	4	-1.0	2	-17	-12	4.1	-0.7	3	16
19. C/C(N)=C(/C#N)C(=O)COc1ncnc2ccccc12
    -15	0	-2.3	-1	9	x	i	2.4	2	5
20. CC(=O)c1ccc(NC(=O)c2ccc(S(=O)(=O)c3ccccc3)cc2)cc1
    -9	-6	-3.6	1	6	-10	-0.3	x	2	13
21. Cn1nc(NC(=O)CC23CC4CC(CC(C4)C2)C3)c2c(F)cccc21
    -8	-3	1.5	4	4	21	-0.5	x	-2	9
22. CCN(CC)c1ccc(/C=N/N2CCN(Cc3ccccc3Cl)CC2)cc1
    x	4	0.7	5	-25	-1	0.9	0.1	3	-3
23. CCC(C)(C)n1nnnc1C(c1ccc(Cl)cc1)N1CCN(C)CC1 (centres undefined)
    -8	0	3.6	1	7	-1	i	-1.1	1	1
24. Cc1cccc(C)c1NC(=O)CN(C)C(=O)c1ccc(COc2ccccc2)cc1
    -10	-7	0.1	0	2	1	-0.1	-2.1	6	7
25. CCOP(=O)(OCC)C(O)c1cccnc1 (centres undefined)
    -6	3	3.4	-1	10	25	-0.6	x	4	1
26. O=C(Cc1ccc(-c2ccccc2)cc1)NCCN1CCOCC1
    8	-7	0.9	2	2	14	-1.3	-0.7	-4	-5

# Part of the list above with just GDH-TPI counter, UGM FP inh and SARS 3CLpro inh:
nr | compound | GDH-TPI counter | UGM FP inh | SARS 3CLpro inh
3 | O=C(O)CCCN1C(=O)NC2NC(=O)NC21 (centres undefined) | 8 | 1.1 | -5
16 | CCOc1ccc(NS(=O)(=O)c2ccc(C(=O)N3CCCCCC3)cc2)cc1 | 4 | x | x
11 | COC(=O)c1ccc(C(=O)N=c2sccn2C)cc1 | 16 | -1.7 | 1

# Single records (already shown). Order of values: PriA SSB inh | Rv3671c inh | UGM FP inh | FBA Mtb inh | MazEF act | DUSP3 inh | BH1578 lux ind | BioA inh | SARS 3CLpro inh | GDH-TPI counter
# Profile of O=C(NC(=S)Nc1ccccc1N1CCOCC1)c1ccc(-c2cccc(Cl)c2)o1 : -17 | -7 | 1.5 | 4 | 0 | 9 | 0.0 | -1.9 | 1 | 6
# Profile of CCCc1nc2nc(C)c(NS(=O)(=O)c3ccc4c(c3)CCCC4)c(=O)n2[nH]1 : -6 | 6 | 0.4 | 0 | 3 | 20 | -0.1 | 1.1 | 2 | 1
# Profile of COc1ccc(N2C(=O)[C@@H]3[C@H](C2=O)[C@H]2c4ccccc4C=CN2[C@@H]3C(C)=O)cc1 : 7 | -46 | -0.1 | 1 | 7 | -14 | -1.3&8.7 | -2.8&-0.7 | 3 | 9
# Profile of CC(=O)c1ccc(NC(=O)c2ccc(S(=O)(=O)c3ccccc3)cc2)cc1 : -9 | -6 | -3.6 | 1 | 6 | -10 | -0.3 | x | 2 | 13
# Profile of O=C(O)c1ccc(NCc2cccnc2)cc1 : -3 | 4 | 0.9 | -2 | 9 | -14 | i | 1.0 | -7 | 7
